Eya2 phos inh = inhibitors of human Eya2 phosphatase activity. Potency, µM (top dose mostly 76.9 µM), for inactives: top-dose activity, negative = inhibition, hits mostly inhibitors. AID 488837. O00167. recombinant Eya2, OMFP fluorescence dephosphorylation (OMFP is methylfluorescein phosphate). 0.006% of 330,000 active; further: potency means the concentration at half of the fitted maximal effect; on the % scale 0 is the no-effect control and ±100 the full control effect
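Eya2 (0.2 uM) preincubated 10 min at ambient with compound, then OMFP substrate added at 50 uM; 10 min reaction in 50 mM HEPES pH 7.5, 50 mM NaCl, 5 uM MgCl2, 0.05% BSA, 1 mM DTT. Fluorescence read at Ex 485/Em 525 nm.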
TSG101-PTAP inh = blocks PTAP/TSG101 interaction to inhibit HIV-1 budding. Q99816. Fluorescence polarization, FITC-PTAP peptide / Tsg101 binding. Potency, µM (doses to about 115 µM), inactives show at the highest dose activity change, negative = inhibition, most hits filed as inhibitors. 340,000 tested, under 10 active. AID 493005; active means well fitted inhibition curve with a large enough effect in the main read-out, with a control signal flat, not every such curve was filed as active; inconclusive means small, poorly fitted or top-dose-only effect, or effect the other way, or a change in a side signal; inactive means no such curve, though single readings can be large or run the other way; further: potency means the concentration at half of the fitted maximal effect; % of control where 0% means no effect
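Compounds were pin-transferred onto Tsg101 binding domain (10 uM final) in HEPES pH 7.5 buffer, then FITC-PTAP peptide was added at 50 nM final. After 20 min at RT, polarization reported peptide displacement across a qHTS concentration series.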
ELG1 genotox = genotoxicity induction in ELG1-luciferase HEK293T cells. HEK293T ELG1-luciferase reporter, luminescence, 16 h. Potency, µM (highest dose often 46 µM), without a hit: at the top dose activity change, positive = activation, usual class: activators. 1.3% of 330,000 active; further: potency means the concentration at half of the fitted maximal effect; % of control where 0% means no effect; nearly all actives have a fitted effect of over 60% in size
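Reporter readout depends on ELG1 protein level, which increases with genetic stress. After 16 hr compound exposure at 37 °C, luciferase activity was quantified using ONE-Glo.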
a7 integrin act = activators of alpha7 integrin expression for muscular dystrophy; AID 624291; Potency, µM (top dose mostly 38.3 µM), without a hit: top-dose activation, usual class: activators; 0.064% of 350,000 active; alpha7betagal myoblasts, beta-gal FDG fluorescence, 48 h;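 further: potency means the concentration at half of the fitted maximal effect; 100% = response of the positive control SU9516; nearly all actives have a fitted effect of over 60% in size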
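alpha7betagal+/- myoblasts (passage 13, 250/well) treated 48 h at 37C with compounds at 1:260 dilution of DMSO stock. Lysed, then beta-galactosidase activity read as FDG fluorescence (ex 480/em 540) after 30 min, with pre-read for autofluorescence.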
p53 reactivator = mutant p53 re-activation in reporter cells; H1299 p53-A138V BP100-luciferase reporter, luminescence, 24 h; Potency, µM (top dose mostly 92.2 µM), without a hit: at the highest dose activity change, positive = activation, most hits filed as activators; 0.063% of 320,000 active; further: potency means the concentration at half of the fitted maximal effect; % of control where 0% means no effect; nearly all actives have a fitted effect of over 45% in size
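p53-null H1299 cells stably carrying temperature-sensitive p53-A138V and a BP100-luciferase reporter were pinned with compounds (4-point, 1:5 series) and held 24 hrs at 37 deg C. Luminescence was read 10 min after detection reagent.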
ASM inhibitor = blocks human secretory acid sphingomyelinase; P17405; placental ASM, HMU-PC fluorogenic substrate, 60 min; Potency, µM (top dose mostly 57.5 µM), without a hit: at the top dose activity change, negative = inhibition, hits mostly inhibitors; 0.006% of 340,000 active; further: potency means the concentration at half of the fitted maximal effect
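qHTS format. ASM enzyme prepared from human placenta hydrolyses the fluorogenic substrate HMU-PC0 (9 uM final) over 60 min at 37 °C after a 10 min compound preincubation.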
uPA surface inh = inhibitors of cell surface uPA generation; cell surface uPA generation assay, qHTS; AID 540303; Potency, µM (titrated, usually from 38.3 µM), for inactives: top-dose activity change, negative = inhibition, most hits filed as inhibitors; 0.31% of 330,000 active; active means well fitted inhibition curve with a large enough effect; inconclusive means small, poorly fitted or top-dose-only effect; inactive means no such curve, though single readings can be large or run the other way; tested in mouse RAW 264.7 cells; further: potency means the concentration at half of the fitted maximal effect; on the % scale 0 is the no-effect control and ±100 the full control effect; nearly all actives have a fitted effect of over 55% in size
B2AR arrestin = beta2AR (human) beta-arrestin recruitment activity; P07550; beta-arrestin recruitment to beta2AR, cell-based reporter; Potency, µM (series often up to 46.1 µM), for the others: at the top dose activation, most hits filed as activators; 0.02% of 330,000 active; AID 492947;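 further: potency means the concentration at half of the fitted maximal effect; 0% = DMSO controls and full agonism = EC100 isoproterenol or metaproterenol; nearly all actives have a fitted effect of over 65% in size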
Target sequence (P07550 whole entry, looked up): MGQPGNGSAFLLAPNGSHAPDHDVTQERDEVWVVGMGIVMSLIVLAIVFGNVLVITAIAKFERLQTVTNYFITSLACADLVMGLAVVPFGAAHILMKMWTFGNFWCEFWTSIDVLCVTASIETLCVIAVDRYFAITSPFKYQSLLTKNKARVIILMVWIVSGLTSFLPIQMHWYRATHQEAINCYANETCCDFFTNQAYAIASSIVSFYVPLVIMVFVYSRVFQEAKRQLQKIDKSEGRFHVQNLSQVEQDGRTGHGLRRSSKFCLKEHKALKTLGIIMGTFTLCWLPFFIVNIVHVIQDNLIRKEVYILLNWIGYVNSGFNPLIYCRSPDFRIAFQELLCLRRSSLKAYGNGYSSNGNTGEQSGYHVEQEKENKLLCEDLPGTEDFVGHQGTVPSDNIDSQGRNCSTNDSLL
BRCA1 expr act = BRCA1 expression activation. 1.1% of 380,000 active. MCF7-BRCA1-FFLuc reporter, luminescence, 48 h; response scale: scaled: vehicle 0%, 10 µM genistein 100%. Potency, µM (series often up to 46.1 µM), without a hit: at the highest dose activation, usual class: activators. AID 624202; further: potency means the concentration at half of the fitted maximal effect; nearly all actives have a fitted effect of over 80% in size; some results filed as inactive show a strong effect at the top dose
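First, MCF7-BRCA1-FFLuc cells (2000/well) attach for 2 h; next, compounds are pin-added and incubated 48 h at 37 °C; finally, luciferase reagent is added and luminescence read after 15 min.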
TRPV1 agonist = human TRPV1 agonism | Q8NER1 | TRPV1-expressing cells, Fluo-8 calcium influx, agonist mode | activation, % at 8.33 µM | 0.19% of 320,000 active | AID 540275; in the data active means activation above about 80%; inconclusive means between about 30% and that limit; further: 0% is about no effect
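Fluo-8 calcium influx in TRPV1-expressing cells, kinetic read (ex 480/em 520 nm). Compound added and read 3 min for agonist activity, followed by capsaicin at EC20 final and 2 min further read for enhancement.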
USP2a inh = USP2a (human) protease inhibition; O75604; USP2 core, Ub-CHOP2 coupled fluorogenic reporter, 485/531; Potency, µM (highest dose often 38.3 µM), for inactives: at the highest dose activity change, negative = inhibition, actives largely listed as inhibitors; 0.01% of 330,000 active; AID 463254;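 further: potency means the concentration at half of the fitted maximal effect; plate controls were DMSO wells for no effect and full inhibition by NEM control for full effect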
Target sequence (O75604 whole entry, looked up): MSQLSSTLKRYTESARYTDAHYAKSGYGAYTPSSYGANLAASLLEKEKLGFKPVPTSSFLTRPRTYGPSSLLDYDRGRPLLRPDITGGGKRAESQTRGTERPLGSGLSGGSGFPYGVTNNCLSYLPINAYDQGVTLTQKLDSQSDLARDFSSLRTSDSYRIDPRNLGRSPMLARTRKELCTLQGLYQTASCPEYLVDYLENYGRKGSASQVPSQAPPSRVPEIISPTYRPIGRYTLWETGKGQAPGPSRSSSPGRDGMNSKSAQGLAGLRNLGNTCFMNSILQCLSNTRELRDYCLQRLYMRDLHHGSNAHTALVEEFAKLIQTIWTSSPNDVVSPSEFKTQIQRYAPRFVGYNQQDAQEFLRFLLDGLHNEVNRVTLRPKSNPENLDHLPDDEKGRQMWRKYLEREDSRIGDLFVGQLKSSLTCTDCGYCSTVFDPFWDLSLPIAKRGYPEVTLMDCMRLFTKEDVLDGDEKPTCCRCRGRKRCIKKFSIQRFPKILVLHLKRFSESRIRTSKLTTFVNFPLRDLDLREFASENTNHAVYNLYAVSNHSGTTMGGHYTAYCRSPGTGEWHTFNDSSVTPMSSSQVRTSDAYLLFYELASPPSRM
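Deubiquitinase activity read as fluorescence (485/531 nm) after Ub-CHOP2 cleavage activates the enterokinase reporter on its substrate; USP2 core 10nM, Ub-CHOP2 and substrate 25nM each, 30min compound preincubation then 60min RT; data normalized to NEM, curves fitted.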
Numbers without * were called inactive; ? = inconclusive; . = not tested or not shown; [ ] = another dose, or the depositor's remark. Unless noted, the call rests on the fitted dose curve; in most records, active means well fitted curve in the direction sought with a large enough effect; inconclusive means small, poorly fitted or top-dose-only effect, or another doubt; inactive means no such curve, though single readings can be large; an effect the other way counts as inactive or inconclusive.

SMILES	Eya2 phos inh	TSG101-PTAP inh	ELG1 genotox	a7 integrin act	p53 reactivator	ASM inhibitor	uPA surface inh	B2AR arrestin	BRCA1 expr act	TRPV1 agonist	USP2a inh
CCOc1ccc(OCC)c(S(=O)(=O)n2ccnc2C)c1	6%	-2%	-19%	44%	.	-1%	-1%	0.4%	-1%	9	1%
CCCCNC(=O)c1ccc2c(=O)n(CCCOCC)c(=S)[nH]c2c1	7%	-5%	2%	9%	8%	4%	1%	-2.3%	-4%[1.84 µM]	3	0%
O=[N+]([O-])c1ccc(Cl)c(/C=N/n2c(-c3cccnc3)n[nH]c2=S)c1	3%	.	0%	.	12%	.	.	-1.2%	.	3	3%
CS(=O)(=O)N(CCc1ccccc1)CC(=O)NCc1ccncc1	6%	-2%	-1%	11%	0%	3%	-5%	-0.9%	-17%	-6	-1%
COc1ccc(CNC(=O)CCCn2c(SCC#N)nc3cc4c(cc3c2=O)OCO4)cc1	-2%	-2%	5%	-17%	1%	1%	-5%	-1.0%	-3%	.	2%
COc1ccc2c(=O)c(-c3ccc4c(c3)OCO4)coc2c1	-1%	-3%	2.9µM*	2%	?	-1%	?	0.0%	174%	?	2%
COc1ccc(/C=C/C(=O)O)cc1S(=O)(=O)N1CCCc2ccccc21	-2%	0%	2%	1%	-2%	4%	3%	0.0%	0%	2	1%
O=C1NC(=Nc2ccccc2)c2c1cccc2[N+](=O)[O-]	2%	-3%	10%	4%	19%	-1%	-3%	0.3%	-16%	-4	0%
COc1ccc(N2CCN(Cc3nc4c(c(=O)n(C)c(=O)n4C)n3C(C)C(C)=O)CC2)cc1 (stereo unspecified)	2%	-3%	-9%	-13%	-7%	-2%	.	-1.8%	-24%	.	2%
CCC(=O)c1ccc(OCC(=O)Nc2ccccc2N2CCOCC2)cc1	-5%	-7%	-2%	24%	-4%	0%	-3%	-0.1%	-14%	6	-7%
Cc1ccc(-n2nc3c(c2NC(=O)c2ccccc2Br)CS(=O)C3)cc1 (stereo unspecified)	4%	1%	-1%	9%	0%	2%	-12%	-0.1%	0%	0	-1%
O=C(NCc1ccc2c(c1)OCO2)c1cc([N+](=O)[O-])ccc1N1CCOCC1	-25%	-4%	-2%	-36%	2%	-1%	2.8µM*	-1.3%	-34%	.	5%
CCCCC(=O)Nc1nnc(S(=O)(=O)N(C)Cc2ccco2)s1	9%	-16%	0%	9%	-1%	2%	2%	0.3%	10%	1	3%
Fc1ccc(-c2nnc(CN3CCC(c4nc5ccccc5s4)CC3)o2)cc1	-7%	0%	-5%	-30%	2%	-4%	2%	-0.1%	-92%[inhibitor]	2	-1%
COc1ccc(N2C(=O)CC(N3CCN(C4CCc5ccccc5C4)CC3)C2=O)cc1 (stereo unspecified)	-7%	-6%	3%	7%	-7%	1%	0%	-0.1%	3%	0	-1%
O=C(Nc1ccc(N2CCOCC2)cc1)C1(S(=O)(=O)c2ccccc2)CC1	9%	-5%	3%	39%[7.66 µM]	6%	5%	4%	-0.1%	0%	0	3%
O=C(CSCc1nc2c(nnn2Cc2ccc(F)cc2)c(=O)[nH]1)Nc1c(Cl)cc(Cl)cc1Cl	-11%	1%	-2%	-13%	-5%	-1%	1%	0.0%	-2%	-3	3%
CCN(Cc1nc2ccccc2c(=O)[nH]1)C(=O)COc1ccccc1Cc1ccccc1	-8%	0%	-7%	14%	-2%	-23%	1%	0.1%	-44%	-1	-1%
CCC(=O)N1CCN(c2nc(C)nc3sc(C)c(C)c23)CC1	12%	-16%	-8%	22%	5%	0%	6%	-0.1%	-19%	26	0%
O=C1NC2(CCCCC2)Oc2ccccc21	-13%	-8%	0%	11%	1%	2%	-5%	-0.4%	39%	-1	0%
COc1ccccc1NC(=O)CN1CCC(n2c(C)nc3cc(F)ccc32)CC1	-2%	-12%	-10%	-45%	-7%	0%	9%	0.2%	0%	9	-6%
CCCCn1c(N)c(N(CCOC)C(=O)c2cccc(S(=O)(=O)N(C)c3ccc(C)cc3)c2)c(=O)[nH]c1=O	5%	-1%	2%	12%	-3%	2%	1%	-0.3%	-11%	2	-1%
CC1=C(C(=O)OC(C)C)C(c2cccs2)C(C(=O)OC(C)C)=C(C)N1	-20%	0%	-5%	16%	-14%	27%	2%	0.2%	-30%	16	0%
O=C(Oc1ccc(/C=N/O)cc1)c1ccccc1	-6%[15.4 µM]	-9%	2%	9%	10%	?	-1%	-0.6%	8%	0	3%
Cc1ccnc(NS(=O)(=O)c2ccc(NC(=O)C3CC3)cc2)n1	4%	-5%	2%	13%	4%	0%	0%	0.4%	5%	4	1%
Following part
SMILES	Eya2 phos inh	TSG101-PTAP inh	ELG1 genotox	a7 integrin act	p53 reactivator	ASM inhibitor	uPA surface inh	B2AR arrestin	BRCA1 expr act	TRPV1 agonist	USP2a inh
CSCCC(NC(=O)COc1ccccc1)C(=O)NCc1cccs1 (stereo unspecified)	-12%	-9%	0%	-6%	.	-2%	-2%	0.3%	-18%	8	0%
CCC(C)NC(=O)Cn1c(COc2ccc(Cl)cc2Cl)nc2ccccc21 (stereo unspecified)	-2%	-7%	?	1%	?	5%	-6%	0.1%	?	0	-3%
CCc1ccc(C(=O)NNC(=O)c2ccc(=O)n(C)n2)cc1	-5%	-6%	-10%	3%	15%	4%	-8%	-0.6%	13%	-1	1%
S=C(NCCN1CCCCC1)Nc1ccccc1	3%	-5%	1%	-4%	-1%	0%	-7%	-1.1%	-2%	-3	2%
Nc1cc(=O)[nH]c(SCC(=O)N2N=C(c3ccc4ccccc4c3)CC2c2ccccc2)n1 (stereo unspecified)	?	-1%	-10%	-3%	0%	-3%	2%	-0.3%	-21%	1	-18%
COC(=O)c1sccc1NC(=O)c1ccc(C(C)C)cc1	-24%	0%	15%	-11%	11%	-2%	7%	4.7%	-24%	5	3%
COc1ccc(C(O)c2ncc(C(F)(F)F)cc2Cl)cc1 (stereo unspecified)	-4%	-6%	0%	1%	9%	1%	3%	0.4%	-10%	3	-1%
CCOC(=O)/C=C/c1ccc(C(F)(F)F)cc1S(=O)(=O)NC(C)(C)C	.	-2%	.	-8%	.	-5%	-21%	.	-5%	.	.
Nc1nnn(CC(=O)N/N=C/c2cn[nH]c2-c2ccccc2)n1	6%	0%	0%	7%	15%	-4%	0%	-0.5%	0%	2	1%
C/C(Cl)=C/Cn1c(NCCCn2ccnc2)nc2c1c(=O)[nH]c(=O)n2C	6%	-7%	0%	12%	0%	-1%	0%	-1.3%	-4%	4	1%
CC(C)(CNC(=O)Cc1ccc(Cl)cc1Cl)N1CCOCC1	1%	-2%	-4%	-5%	3%	0%	3%	-0.8%	5%	-2	2%
O=C(Nc1ccn(CCCNCCCN2CCCC2=O)c(=O)n1)OCc1ccccc1	.	2%	.	22%	.	8%	13%	.	27%	.	.
CCNS(=O)(=O)c1cc(OC)c(Cl)cc1OC	4%	1%	8%	8%	-5%	1%	-1%	-0.1%	-3%	-2	2%
CC(C)(C)OC(=O)N1Cc2ccccc2C[C@H]1C(=O)NCC(=O)NC1CCCCC1	0%	2%	3%	0%	5%	0%	4%	0.0%	-15%	4	2%
COc1ccc2nc(C)cc(N/N=C/c3cccc(OC)c3O)c2c1	-3%	2%	5%	-52%[inhibitor]	.	5%	7%	0.9%	-47%	?	0%

3 compounds out of the list, ordered by SMILES length, largest number first:
SMILES	Eya2 phos inh	TSG101-PTAP inh	ELG1 genotox	a7 integrin act	p53 reactivator	ASM inhibitor	uPA surface inh	B2AR arrestin	BRCA1 expr act	TRPV1 agonist	USP2a inh
Nc1cc(=O)[nH]c(SCC(=O)N2N=C(c3ccc4ccccc4c3)CC2c2ccccc2)n1 (stereo unspecified)	?	-1%	-10%	-3%	0%	-3%	2%	-0.3%	-21%	1	-18%
CCOC(=O)/C=C/c1ccc(C(F)(F)F)cc1S(=O)(=O)NC(C)(C)C	.	-2%	.	-8%	.	-5%	-21%	.	-5%	.	.
CCc1ccc(C(=O)NNC(=O)c2ccc(=O)n(C)n2)cc1	-5%	-6%	-10%	3%	15%	4%	-8%	-0.6%	13%	-1	1%

Entries shown so far containing two or more sulfur atoms, in the order listed:
SMILES	Eya2 phos inh	TSG101-PTAP inh	ELG1 genotox	a7 integrin act	p53 reactivator	ASM inhibitor	uPA surface inh	B2AR arrestin	BRCA1 expr act	TRPV1 agonist	USP2a inh
CCCCC(=O)Nc1nnc(S(=O)(=O)N(C)Cc2ccco2)s1	9%	-16%	0%	9%	-1%	2%	2%	0.3%	10%	1	3%
CSCCC(NC(=O)COc1ccccc1)C(=O)NCc1cccs1 (stereo unspecified)	-12%	-9%	0%	-6%	.	-2%	-2%	0.3%	-18%	8	0%

Screening results: PubChem BioAssay, National Center for Advancing Translational Sciences (NCATS)
